Bioassay records: PubChem, National Center for Advancing Translational Sciences (NCATS)
MBNL1 CUG block: MBNL1-poly(CUG) RNA binding inhibition; Q9NR56; TR-FRET MBNL1-His/biotin-(CUG)12 binding, 665/545 ratio; Potency, µM (top dose mostly 57.5 µM), for the others: at the top dose activity change, negative = inhibition, most hits filed as inhibitors; 0.036% of 280,000 active; AID 2675; active = well fitted inhibition curve with a large enough effect in the signal ratio, with a control signal flat, not every such curve was filed as active; inconclusive = small, poorly fitted or top-dose-only effect, or effect the other way, or a change in a side signal; inactive = no such curve, though single readings can be large or run the other way; the % refers to the signal ratio; also: % is scaled to controls: 0 for no effect and ±100 for the full control effect
Target sequence (Q9NR56 whole entry, looked up): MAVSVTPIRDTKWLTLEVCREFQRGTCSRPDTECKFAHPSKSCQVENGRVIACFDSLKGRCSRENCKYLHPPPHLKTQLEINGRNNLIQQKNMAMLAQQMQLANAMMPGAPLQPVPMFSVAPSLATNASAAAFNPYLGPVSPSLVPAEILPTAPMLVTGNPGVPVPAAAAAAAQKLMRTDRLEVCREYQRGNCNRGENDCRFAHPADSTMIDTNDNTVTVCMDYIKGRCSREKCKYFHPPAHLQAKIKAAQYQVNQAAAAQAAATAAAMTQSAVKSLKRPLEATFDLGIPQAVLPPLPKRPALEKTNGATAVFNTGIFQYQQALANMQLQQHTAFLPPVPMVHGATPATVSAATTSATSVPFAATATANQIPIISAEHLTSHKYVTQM
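His-tagged MBNL1 binding to biotinylated (CUG)12 RNA was measured by TR-FRET using terbium anti-His antibody (0.055 ng/ul final) and streptavidin-XL665 (5 nM final). Compounds were titrated 92 nM to 58 uM; 60 min at room temperature.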
p53 reactivation: re-activators of mutant p53. Potency, µM (highest dose often 92.2 µM), for the others: at the top dose activity change, positive = activation, most hits filed as activators. 0.063% of 320,000 active. H1299 p53-A138V BP100-luciferase reporter, luminescence, 24 h; also: % of control where 0% means no effect; nearly all actives have a fitted effect of over 45% in size
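p53-null H1299 cells stably carrying temperature-sensitive p53-A138V and a BP100-luciferase reporter were pinned with compounds (4-point, 1:5 series) and held 24 hrs at 37 deg C. Luminescence was read 10 min after detection reagent.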
uPA surface inh: inhibitors of cell surface uPA generation. cell surface uPA generation assay, qHTS. Potency, µM (top dose mostly 38.3 µM), inactives show top-dose activity change, negative = inhibition, actives largely listed as inhibitors. 0.31% of 330,000 active. AID 540303; active = well fitted inhibition curve with a large enough effect; inconclusive = small, poorly fitted or top-dose-only effect; inactive = no such curve, though single readings can be large or run the other way; tested in mouse RAW 264.7 cells; also: % is scaled to controls: 0 for no effect and ±100 for the full control effect; nearly all actives have a fitted effect of over 55% in size
Rab9 prom act: Rab9 promoter activation. 2.8% of 320,000 active. Huh7 Rab9 promoter-luciferase reporter, luminescence, 24 h. AID 485297. Potency, µM (titrated, usually from 9.22 µM), without a hit: at the highest dose activation, negative = inhibition, usual class: activators; also: % of control where 0% means no effect; nearly all actives have a fitted effect of over 60% in size
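Rab9 promoter-driven luciferase in stably transfected Huh7 cells; 1500 cells/well rested 2 h, exposed to compound in DMSO for 24 h at 37 °C, 5% CO2. Luminescence read 10 min after adding luciferase reagent at ambient temperature.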
RORg inh: inhibitors of mouse ROR gamma transcriptional activity. Drosophila S2 Gal4-RORgamma UAS-luciferase reporter, 20 h. Potency, µM (titrated, usually from 53.6 µM), inactives show at the top dose activity change, negative = inhibition, most hits filed as inhibitors. 5.4% of 310,000 active. AID 2551; also: % is scaled to controls: 0 for no effect and ±100 for the full control effect; nearly all actives have a fitted effect of over 60% in size
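In this cell-based reporter format, copper sulfate (700 uM final) drives Gal4–ROR gamma fusion expression from a metallothionein promoter in Drosophila Schneider cells; compounds preincubated 1 hr, reporter read after 20 hr at ambient temperature.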
VP16 counter: Gal4-VP16 reporter inhibition counter-screen; 3.5% of 310,000 active; Potency, µM (titrated, usually from 53.6 µM), without a hit: at the top dose activity, negative = inhibition, most hits filed as inhibitors; Drosophila S2 Gal4-VP16 UAS-luciferase, luminescence, 20 h; AID 2546;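 also: Gal4-VP16 expression switched on by copper sulfate through the metallothionein promoter; % is scaled to controls: 0 for no effect and ±100 for the full control effect; nearly all actives have a fitted effect of over 50% in size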
CXXC DNA block: blocks binding of human MLL CXXC domain to DNA | Q03164 | MLL-CXXC / FITC-HOXA9 DNA fluorescence polarization | Potency, µM (doses to about 115 µM), for the others: at the highest dose activity change, negative = inhibition, hits mostly inhibitors | 0.037% of 290,000 active; active = well fitted inhibition curve with a large enough effect in the polarisation, with a control signal flat, not every such curve was filed as active; inconclusive = small, poorly fitted or top-dose-only effect, or effect the other way, or a change in a side signal; inactive = no such curve, though single readings can be large or run the other way; the % refers to the polarisation
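Steps: dispense CXXC domain solution (7 uM) → pin compounds or unlabeled HOX-A9 DNA control → 5 min ambient → add FLSN-HOX-A9 solution (50 nM) → spin → 30 min ambient → fluorescence polarization. Tris pH 7.5/NaCl/DTT/BSA buffer.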
FLuc counter: counter-screen for miR-21 project: firefly luciferase inhibitors or activators | 6.9% of 360,000 active | P08659 | AID 588342 | Potency, µM (highest dose often 57.5 µM), without a hit: top-dose activity change, negative = inhibition, hits mostly inhibitors | purified FLuc, Km substrates, luminescence inhibition;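 also: plate controls were vehicle for no effect and reference inhibitor for full effect; nearly all actives have a fitted effect of over 55% in size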
Target sequence (P08659 whole entry, looked up): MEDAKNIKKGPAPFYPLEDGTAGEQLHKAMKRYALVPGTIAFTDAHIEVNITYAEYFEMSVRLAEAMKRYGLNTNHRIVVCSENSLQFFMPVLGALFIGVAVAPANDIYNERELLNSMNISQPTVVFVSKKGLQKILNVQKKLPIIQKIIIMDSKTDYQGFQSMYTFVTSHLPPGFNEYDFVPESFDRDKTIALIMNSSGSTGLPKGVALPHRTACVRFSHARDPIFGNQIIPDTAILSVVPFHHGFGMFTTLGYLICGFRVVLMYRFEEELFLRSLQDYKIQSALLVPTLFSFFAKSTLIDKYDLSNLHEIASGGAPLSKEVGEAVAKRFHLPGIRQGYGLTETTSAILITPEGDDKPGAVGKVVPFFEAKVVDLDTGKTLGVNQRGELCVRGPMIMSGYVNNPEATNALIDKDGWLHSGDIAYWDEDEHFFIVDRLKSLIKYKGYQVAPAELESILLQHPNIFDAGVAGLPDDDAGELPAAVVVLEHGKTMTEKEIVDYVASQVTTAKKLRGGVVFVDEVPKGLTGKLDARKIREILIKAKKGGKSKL
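Purified P. pyralis luciferase, 10 nM final, with Km-level 10 uM D-luciferin and 10 uM ATP in 50 mM Tris acetate pH 7.5, 10 mM Mg acetate, 0.01% Tween-20, 0.05% BSA; 6-point qHTS titration about 60 µM downward; luminescence read.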
NPC1 prom act: activates the NPC1 promoter. 2.4% of 320,000 active. Huh7 NPC1 promoter luciferase reporter, 24 h. Potency, µM (titrated, usually from 9.22 µM), inactives show at the highest dose activation, actives largely listed as activators;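 also: % of control where 0% means no effect; nearly all actives have a fitted effect of over 60% in size; reporter is driven by a mutant NPC1 promoter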
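Stably transfected Huh7 (NPC1 promoter→luciferase), 1500 cells/well in Opti-MEM + 10% FBS, 2 h settle, then compound 24 h at 37 °C. Luminescence after 10 min with Amplite reagent.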
ELG1 genotox: genotoxicity induction in ELG1-luciferase HEK293T cells. HEK293T ELG1-luciferase reporter, luminescence, 16 h. Potency, µM (highest dose often 46 µM), without a hit: at the top dose activity change, positive = activation, actives largely listed as activators. 1.3% of 330,000 active. AID 504466; also: % of control where 0% means no effect; nearly all actives have a fitted effect of over 60% in size
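Cells (2,000/well) expressing the ELG1-luciferase fusion are dosed by pin tool and kept 16 hr at 37 °C, 5% CO2. Signal comes from ONE-Glo luciferase reagent after 30 min at room temperature.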
BRCA1 expr up: activators of BRCA1 expression | MCF7-BRCA1-FFLuc reporter, luminescence, 48 h; response scale: scaled: vehicle 0%, 10 µM genistein 100% | Potency, µM (top dose mostly 46.1 µM), inactives show top-dose activation, usual class: activators | 1.1% of 380,000 active | AID 624202; also: nearly all actives have a fitted effect of over 80% in size; some results filed as inactive show a strong effect at the top dose
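Luminescence from a BRCA1-driven firefly luciferase in MCF7 cells was read after 48 h compound exposure at 37 C. Data normalized against DMSO and a 10microM genistein activation control, then curve-fitted across the titration.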
Starred values were filed as active, the others as inactive; ? = inconclusive; . = no result given; & = joins results of further samples; [ ] = another dose, or the depositor's remark. Unless noted, calls follow the shape of the dose curve; as a rule, active = well fitted curve in the direction sought with a large enough effect; inconclusive = small, poorly fitted or top-dose-only effect, or another doubt; inactive = no such curve, though single readings can be large; an effect the other way counts as inactive or inconclusive. Potency is read from the fitted curve at half-maximal effect. Some of the compounds tested; rates above refer to the full screens.

Every second line gives: MBNL1 CUG block	p53 reactivation	uPA surface inh	Rab9 prom act	RORg inh	VP16 counter	CXXC DNA block	FLuc counter	NPC1 prom act	ELG1 genotox	BRCA1 expr up
1: O=C(NNC(=O)C1CC2CCC1C2)c1ccccc1 (stereo not drawn)
  ?	?	7.6%	13.1%	-1.0%	1.0%	-8.6%	-1.6%	4.6%	-1.5%	3.8%
2: CS(=O)(=O)c1ccc2nc(NC(=O)CCN3C(=O)c4ccccc4C3=O)sc2c1
  0.5%	-2.4%	0.5%	-1.3%	14.8%	1.2%	-2.2%	-2.2%	-2.4%	-2.1%	-19.8%
3: Cc1cc(N2CCOCC2)n2cc(-c3ccc(F)cc3)nc2n1
  1.2%	-2.2%	-1.4%	-2.4%	-1.1%	5.1%	3.6%	?	3.4%	4.3%	48.7%
4: CC(=O)Nc1ccc(NC(=O)C(=O)NCC(c2ccco2)N2CCc3ccccc3C2)cc1 (stereo not drawn)
  .	2.6%	-0.1%	0.9%	.	.	.	-1.9%	1.2%	1.9%	-38.3%
5: NC(=O)c1c(NC(=O)c2ccc(S(=O)(=O)N3CCOCC3)cc2)sc2c1CCCCC2
  10.2%	0.4%	0.7%	3.2%	20.7%	1.4%	3.8%	0.6%	0.1%	-6.7%	-3.6%
6: Cc1c(Cc2ccccc2)sc(NC(=O)c2ccco2)c1C(N)=O
  -0.5%	10.8%	-9.1%	-3.7%	37.5%	5.9%	5.3%	7.57µM*	3.7%	7.8%	29.8%
7: CC(C)[C@H](NC(=O)CCn1nnc2ccccc2c1=O)C(=O)O
  4.3%	1.7%	0.6%	1.1%	-15.7%	4.6%	-5.8%	1.9%	-13.2%	2.3%	0.0%
8: Cc1ccc(-c2nnc(N3CCN(C(=O)COc4ccccc4)CC3)c3ccccc23)cc1
  1.0%	-0.9%	.	-2.5%	5.3%	-3.9%	21.7%	-0.9%	-5.7%	-20.3%	-68.4%
9: O=C1N=C(N2CCOCC2)S/C1=C1\C(=O)N(Cc2ccccc2)c2ccccc21
  -1.7%	10.6%	7.4%	1.58µM*	?	19.1%	4.7%	0.675µM*	2.82µM*	?	?
10: CC(C)CNC(=S)NNC(=O)c1csc2c1CCCC2
  3.0%	-1.7%	.	?	7.08µM*	?	1.8%	1.2%	11.8%	-7.6%	-2.3%
11: CC(/C=C/c1ccccc1)=N/NC(=O)c1cnccn1
  11.6%	11.8%	-0.3%	0.6%	-39.7%	-4.1%	14.6%	-0.2%	-1.6%	7.8%	0.0%
12: CC(=O)NC1CSCC1OC(C)=O (stereo not drawn)
  -3.5%	4.4%	2.1%	9.2%	-10.5%	-0.6%	-6.4%	0.8%	0.4%	2.6%	20.4%
13: CCOC(=O)c1c(C)oc2c1c(C(c1ccccc1)N1CCOCC1)c(O)c1ccccc12 (stereo not drawn)
  -2.2%	?	.	-0.9%	?	10µM*	1.8%	?	12.7%	?	-40.8%
14: CC1CCCN(C(=O)CNC(=O)c2cccs2)C1 (stereo not drawn)
  .	?	5.0%	?	.	.	.	?	3.98µM*	21.8%	10µM*
15: COc1ccc(NC(=O)CN(C)C(=O)CC2CCCCC2)cc1
  .	-4.5%	7.5%	-3.9%	.	.	.	-4.7%	0.4%	1.3%	1.1%
16: COCCC(=O)N1CCCC(N2CCN(c3ccc(F)cc3)CC2)C1 (stereo not drawn)
  -3.8%	.	1.4%	-6.6%	-8.0%	-3.0%	2.2%	-1.2%	2.1%	0.2%	-9.7%
17: CC(=O)OC(C)C[N+](C)(C)C (stereo not drawn)
  -49.9%	5.6%	-3.4%	4.9%[46.1 µM]	3.6%&4.5%	-7.0%&6.4%	1.7%&-11.5%	2.4%	4.1%[46.1 µM]	0.6%	0.0%
18: Cc1cccc(C)c1OCC(=O)OCC(=O)Nc1ccc(Cl)cn1
  .	-5.7%	8.2%	-0.2%	.	.	.	-1.0%	-4.7%	3.3%	4.7%
19: c1ccc(-c2nnc(OCc3cccnc3)c3ccccc23)cc1
  -0.2%	-4.5%	-4.1%	9.5%	20.2%	-15.1%	0.2%	-1.8%	-0.2%	1.5%	-1.9%
20: CCOc1cc(CNCCc2ccc(S(N)(=O)=O)cc2)ccc1OCc1ccc(Cl)cc1
  4.1%	-9.6%	-8.8%	-1.2%	?	?	?	1.5%	2.1%	-4.2%	-67.4%
21: COc1ccccc1CNC(=O)Cn1nnc(-c2ccncc2)n1
  -2.5%	-4.0%	2.8%	0.9%	17.3%	-4.1%	12.0%	2.1%	1.1%	2.3%	-7.9%
22: COc1ccc(OCc2nc3c4cc(OC)c(OC)cc4nc(=S)n3[nH]2)cc1
  -8.4%	-13.1%	-7.7%	0.7%	0.398µM*	0.708µM*	-9.5%	?	-0.5%	-0.2%	-14.8%
23: COCCNC(=O)C(c1ccc(O)cc1)N(Cc1ccccc1)C(=O)CCC(=O)Nc1nccs1 (stereo not drawn)
  0.6%	0.8%	2.1%	8.0%	5.3%	-4.0%	-7.0%	1.9%	1.0%	-0.9%	-8.5%
24: O=C(/C=C/NNC(=O)c1ccc(Cl)cc1)c1ccccc1
  4.1%	0.9%	?	0.6%	11.2µM*	?	-8.9%	?	-0.9%	-4.2%	-44.2%
25: COc1c([N+](=O)[O-])c(=O)n(-c2ccccc2)c2ccccc12
  .	-4.9%	-6.3%	-3.5%	39.0%	-14.5%	3.2%	-2.1%	-1.1%	-2.7%	-10.8%
26: CCN1C(=O)c2cccc3c(S(=O)(=O)Nc4ccccc4O)ccc1c23
  ?	1.6%	-10.7%	0.0%	-39.5%	27.7%	-2.4%	2.6%	1.1%	23.1µM*	-53.7%
27: COc1ccc2[nH]c(=O)c(CN(CC3CCCO3)C(=O)Nc3ccc(F)cc3)cc2c1 (stereo not drawn)
  -3.2%	-23.5%	7.3%	-13.1%	-9.0%	?	2.5%	4.0%	-3.2%	-35.3%[inhibitor]	-93.2%[inhibitor]
28: O=C(NCc1cccc(Cl)c1)c1ccc(CS(=O)Cc2ccccc2Cl)o1 (stereo not drawn)
  -2.4%	-7.9%	-0.3%	-0.4%	?	-6.3%	2.1%	2.4%&3.6%	-5.2%	-7.1%	-28.1%
29: O=C(CCCOc1ccccc1)Nc1ccc(Cl)cn1
  -3.0%	6.1%	-3.0%	7.2%	21.1%	-4.4%	0.0%	-16.1%	-0.3%	?	21.3%
30: CCC(C)NCC(=O)Nc1ccc(S(N)(=O)=O)cc1 (stereo not drawn)
  -7.2%	-1.2%	2.0%	-0.8%	-13.2%	6.2%	11.8%	-1.0%	-2.1%	-0.1%	-4.5%
31: Cc1nnc(SCC(=O)NC(=O)NC(C)C)s1
  -6.1%	11.5%	1.7%	0.0%	29.1%	0.1%	-10.8%	0.2%	-2.2%	1.4%	-8.6%
32: O=C1CN(C(=O)c2ccccc2F)C(c2ccccc2)c2cc(F)ccc2N1 (stereo not drawn)
  -5.8%	-2.9%	-9.5%	-10.8%	9.4%	4.7%	1.9%	0.0%	-1.9%	-1.6%	-5.8%
33: CC(=O)Nc1ccc(NC(=O)C/C(C)=N/NC(N)=S)cc1
  4.2%	1.7%	-3.9%	-2.5%	?	-2.4%	3.4%	-3.4%	-4.9%	-4.6%	2.7%
34: Cc1ccc(S(=O)(=O)NC(N)=NCCc2ccc(Cl)cc2)cc1C
  .	-11.0%	-1.5%	1.0%	-36.6%	-17.6%	-10.6%	1.4%	-0.7%	-3.1%	-15.6%
35: O=C(Nc1ccc2c(c1)OCO2)C1CC(=O)N(c2ccc(F)cc2)C1 (stereo not drawn)
  -3.6%	0.5%	-0.5%	1.8%	15.9%	-4.9%	-2.6%	-10.2%	0.5%	5.2%	-13.4%
36: CC(C)NC(=O)COC(=O)/C=C/c1ccc(F)cc1
  .	?	-0.7%	-9.9%	18.2%	-7.7%	12.9%	3.8%	-1.9%	-1.6%	-18.3%
37: S=C(Nc1ccc(Br)cc1Cl)N1CCN(c2ccccn2)CC1
  6.3%	-3.5%	0.7%	3.9%	-7.0%	-0.2%	5.4%	0.3%	-0.5%	-2.8%	-1.4%
38: CC1CC(C)CN(C/C=C/c2ccccc2[N+](=O)[O-])C1 (stereo not drawn)
  ?	-9.6%	.	0.2%	9.9%	-10.6%	-2.0%	5.7%	-1.7%	0.2%	-23.4%
